From PubChem BioAssay
PP1 counter: PP1-alpha (human) inhibition in PP5 counter-screen; P62136; purified PP1alpha, OMFP fluorescence; inhibition, % at 6.7 µM; 320,000 tested, 0.9% active; AID 2235;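 active means inhibition above the mean inhibition of all tested compounds plus 3 SD, computed separately for each screening campaign, cut at about 15% in these data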
Target sequence (P62136 whole entry, looked up): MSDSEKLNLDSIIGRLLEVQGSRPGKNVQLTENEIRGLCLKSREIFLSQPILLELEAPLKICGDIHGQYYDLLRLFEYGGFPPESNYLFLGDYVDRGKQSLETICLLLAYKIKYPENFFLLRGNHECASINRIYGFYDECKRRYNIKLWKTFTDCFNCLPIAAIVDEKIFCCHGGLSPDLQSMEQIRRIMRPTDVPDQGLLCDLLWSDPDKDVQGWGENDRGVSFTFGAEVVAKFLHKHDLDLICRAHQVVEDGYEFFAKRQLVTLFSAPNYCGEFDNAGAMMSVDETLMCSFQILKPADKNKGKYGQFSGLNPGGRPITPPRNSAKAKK
JMJD2C inh: human JMJD2C demethylase inhibition | 330,000 tested, 0.069% active | Q9H3R0 | inhibition, % at 2.35 µM | GST-JMJD2C(1-420) H3K9me3 demethylation, DELFIA europium;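 active means more than half of a compound's replicate wells show inhibition beyond 50%, single wells judged on their own value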;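 further: signal counts dimethyl H3K9 product captured on neutravidin plate; 0% = median of DMSO wells and 100% = 0.3 times that DMSO median; strong numbers were not always called active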
LYPLA2 inh: LYPLA2 (human) inhibition in PME1 counter-screen; inhibition, % at 5.9 µM; recombinant LYPLA2, FP-Rh probe fluorescence polarization; O95372; 320,000 tested, 0.38% active;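 active means inhibition above the screen-wide mean plus 3 SD, limit set per campaign, cut at about 26% in these data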;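 further: 0% = LYPLA2 with DMSO and 100% = wells lacking LYPLA2 enzyme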
Target sequence (O95372 whole entry, looked up): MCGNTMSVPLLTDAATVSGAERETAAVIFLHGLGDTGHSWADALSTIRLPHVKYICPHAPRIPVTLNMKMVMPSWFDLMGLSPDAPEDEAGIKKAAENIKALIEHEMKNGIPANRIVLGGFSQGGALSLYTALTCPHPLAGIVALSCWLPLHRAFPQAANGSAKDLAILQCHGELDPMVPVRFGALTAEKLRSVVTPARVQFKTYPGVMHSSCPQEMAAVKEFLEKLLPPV
Efflux pump inh: antifungal efflux pump inhibition, Nile Red retention | 330,000 tested, 0.44% active | S. cerevisiae Candida pump triplex | inhibition, % at 10 µM;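 active means plate passing quality check with inhibition over a set limit, or well fluorescence over plate mean plus 4 SD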;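 further: Nile Red retained in pooled yeast measured as flow cytometry median fluorescence; 0% = buffer negative control and 100% = Enniatin B positive control; higher means more Nile Red kept so more efflux inhibition; some compounds called inactive have numbers as strong as hits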
PP5 inh: blocks human protein phosphatase 5 activity; 320,000 tested, 0.18% active; P53041; purified PP5c, OMFP substrate fluorescence; inhibition, % at 6.7 µM;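 active means inhibition above the campaign's mean inhibition across all tested compounds plus 3 SD, cut at about 9.5% in these data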;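 further: 0% = DMSO only and 100% = 100 µM cantharidin control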
Target sequence (P53041 whole entry, looked up): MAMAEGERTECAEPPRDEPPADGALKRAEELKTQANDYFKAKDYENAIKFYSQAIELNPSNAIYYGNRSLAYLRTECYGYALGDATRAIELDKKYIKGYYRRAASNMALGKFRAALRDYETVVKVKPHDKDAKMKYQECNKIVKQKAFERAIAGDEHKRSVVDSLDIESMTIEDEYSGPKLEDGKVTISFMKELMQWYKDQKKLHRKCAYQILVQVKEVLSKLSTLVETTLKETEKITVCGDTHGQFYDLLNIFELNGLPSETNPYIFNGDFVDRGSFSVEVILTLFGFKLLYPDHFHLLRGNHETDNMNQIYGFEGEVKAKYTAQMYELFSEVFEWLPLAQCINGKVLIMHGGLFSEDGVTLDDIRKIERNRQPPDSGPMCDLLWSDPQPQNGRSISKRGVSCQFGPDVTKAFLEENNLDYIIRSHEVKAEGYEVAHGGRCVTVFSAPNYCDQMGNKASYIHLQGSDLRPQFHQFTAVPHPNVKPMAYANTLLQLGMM
PREPL inh: inhibits the human prolyl oligopeptidase-like enzyme | recombinant PREPL, fluorescence polarization activity-based probe | inhibition, % at 5.96 µM | 320,000 tested, 0.68% active | AID 2751; in the data active means inhibition above about 43%;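 further: 0% = enzyme with DMSO and 100% = wells lacking enzyme; many of its hits are not listed in these tables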
CTSL1 counter: blocks F. hepatica cathepsin L1 in PFM18AAP counter-screen; inhibition, % at 5.96 µM; recombinant F. hepatica cathepsin L1, Z-Leu-Arg-MCA fluorescence; AID 1906; 300,000 tested, 0.49% active;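 active means inhibition above the mean of all tested compounds plus 3 SD, set per screening campaign, cut at about 17% in these data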;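 further: 0% = plate median of test compound wells and 100% = 1 µM Z-Phe-Ala-diazomethylketone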
TPT1 inhibitor: C. albicans TPT1 enzyme inhibition. 300,000 tested, 0.81% active. inhibition, % at 5 µM. recombinant caTPT1, FP RNA substrate dephosphorylation;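 active means inhibition above the mean of all tested compounds plus 3 SD, set per screening campaign, cut at about 24% in these data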;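 further: plate controls were DMSO alone for no effect and ferristatin control at 100 nM for full effect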
HCV core dimer: HCV core protein dimerization inhibition; TR-FRET GST/Flag-core106 dimerization, 1536-well; inhibition, % at 5 µM; 300,000 tested, 0.33% active; AID 1899;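 active means inhibition above the mean of all tested compounds plus 3 SD, set per screening campaign, cut at about 45% in these data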
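test system = GST/Flag-tagged HCV core106 proteins | probe or stimulus = Eu donor and XL665 acceptor anti-tag antibodies | times = compound-protein-antibody incubation 4 h at 22.5 °C | signal = TR-FRET, excitation 340 nm, emission 617 and 671 nm | measure = percent inhibition of core106 dimerization signal | controls = wells lacking GST-core106 and wells with excess unlabelled core106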
Starred values were filed as active, the others as inactive; nt = not tested or not shown; & = joins results of further samples.

mol	PP1 counter	JMJD2C inh	LYPLA2 inh	Efflux pump inh	PP5 inh	PREPL inh	CTSL1 counter	TPT1 inhibitor	HCV core dimer
Brc1cccc(CSc2nnc(-c3ccncc3)o2)c1	-0.7	-4.5	11.4	0.0	-0.1	-6.7	-1.7	-1.2	1.3
C(#CCN1CCCC1)CC(c1ccccc1)c1ccccc1	2.2	-6.5	0.3	0.3	1.9	-64.4	-1.7	-4.6	-3.9
COc1cccc(C(=O)COC(=O)CCC(=O)c2ccccc2)c1	-3.0	-18.4	-0.6	-0.3	-0.6	-7.5	-54.0	-1.4	3.2
CCCCn1c(NC(=O)CC)c(C#N)c2nc3ccccc3nc21	-1.9	-3.7	-2.8	0.1	1.5	-2.4	1.0	3.5	0.4
CCN1CCN(C(=O)/C(C#N)=C/c2ccc(OC(F)F)cc2)CC1	-5.1	4.9	-2.2	0.1	-5.7	-0.9	0.6	2.2	0.2
CCC1CCCCN1C(=O)CSc1nnc(-c2ccc3c(c2)OCCO3)o1 (stereo not given)	-0.1	6.0	9.5	-0.1	-1.0	-52.8	5.7	-2.7	8.2
Clc1ccc2nc(-c3ccc4c(c3)OCO4)cn2c1	0.9	-0.4	0.4	0.0	-0.8	-14.4	1.4	-1.1	0.1
COc1ccc(NC(=O)CSc2nc(C)cs2)cc1	0.8	-22.0	-6.7	-0.1	-2.3	2.2	1.5	-1.5	-0.3
Cc1cc(-n2c(C)cc(C(=O)COc3cc(F)ccc3[N+](=O)[O-])c2C)no1	1.1	nt	6.9	-0.2	0.5	1.4	nt	nt	nt
COc1ccc(C2C3=C(CC(C)(C)CC3=O)Nc3nc(C)nn32)cc1OC (stereo not given)	-1.4	152.1	-4.7	0.0	0.1	2.5	1.1	0.8	-2.2
Cc1sc2nnn(CC(=O)N3CCN(C(=O)c4ccco4)CC3)c(=O)c2c1C	-3.0	3.3	8.0	0.0	3.0	11.4	0.5	4.0	0.7
CCc1nnc(NC(=O)c2ncc(Cl)c(Cl)c2Cl)s1	-0.4	2.3	1.8	-0.6	-0.2	7.4	1.8	-1.8	-1.2
O=C1C=C(N2CCOCC2)CO1	-3.1	-1.0	2.8	0.0	1.8	1.8	-0.3	0.3	6.9
Cn1nc(C(=O)OCC(=O)Nc2ccc(Cl)cc2Cl)c2ccccc2c1=O	-4.2	-1.5	-6.6	0.0	-0.1	-3.9	nt	nt	nt
O=C(O)Cc1sc(Nc2cccc3ccccc23)nc1-c1ccc(Cl)cc1	-1.0	13.8	-6.9	0.1	3.0	-9.4	2.2	5.6	20.7
O=C(Nc1cccnc1)c1ccc(Cl)c(S(=O)(=O)N2CCCCCC2)c1	5.1	1.1	-4.9	-0.1	1.7	-10.2	-8.6	-0.5	-1.6
O=C(CCC(=O)OCc1ccc([N+](=O)[O-])cc1)Nc1ccc(F)cc1	-0.5	-0.3	18.7	-0.1	3.9	-11.0	-21.4	-2.9	-1.3
COc1ccccc1N1CCN(C(=O)COc2cc(C)cc3oc(=O)cc(C)c23)CC1	-0.6	3.9	10.2	0.3	-1.1	-3.3	-2.4	-3.4	5.6
COC(=O)CSc1nc2ncccc2[nH]1	-1.8	-2.8	2.3	-0.2	-1.8	2.8	-2.6	0.1	2.3
Clc1ccccc1-c1nnc2n1CCCCC2	0.3	-22.5	2.8	0.0	1.0	1.8	-0.5	0.7	0.2
NC(=O)c1ccc[n+](CC(=O)c2ccccc2)c1	-2.8	5.7	3.5	0.0	1.5	13.6	3.1	-3.1	0.5
N#Cc1ccc(NC(=O)COC(=O)CCNS(=O)(=O)c2ccccc2)cc1	-0.5	-13.9	4.1	2.4	1.4	-8.4	-44.1	-2.6	-13.2
Nc1ccc(C(=O)O)cc1	-4.9&-4.9&-2.8	11.4&-2.1&-10.3	6.0&-1.2&-3.9	-0.1&0.0&-0.2	1.8&0.2&0.3	-6.7&8.4&-2.6	0.8&5.5&-0.7	-4.0&-0.1&-0.9	12.1&2.7&0.0
COc1ccc(C(=O)COC(=O)CCNS(=O)(=O)c2ccccc2)cc1Br	-2.8	5.0	-1.4	0.1	0.7	4.5	-22.8	0.7	2.3
Cc1sc(NC(=O)C2C3CCC(O3)C2C(=O)O)nc1-c1ccc(CC(C)C)cc1 (stereo not given)	77.8*	4.3	8.0	0.5	78.9*	9.4	-2.5	1.0	2.7
CN(C)CCN1C(=O)C(O)=C(C(=O)c2cc3ccccc3o2)C1c1ccccn1 (stereo not given)	3.6	1.3	3.0	-0.1	1.0	25.8	7.5	1.2	6.3
Cc1ccc(CC(=O)Nc2ccc(C(=O)N3CCOCC3)cc2)cc1	-1.6	0.9	8.7	0.1	3.8	10.3	-5.2	-1.5	-1.0
O=c1[nH]c(CSc2ncnc3sc(-c4ccccc4)cc23)nc2ccccc12	-3.6	7.9	-4.4	0.3	-0.3	5.3	1.1	2.1	7.3
O=C(NCc1ccccc1)c1cc(S(=O)(=O)N2CCOCC2)ccc1F	7.7	9.4	-0.1	-0.1	2.5	8.4	6.0	48.2*	30.5
COc1ccccc1Nc1nc(N)nc(CN2CCc3ccccc3C2)n1	14.4	18.0&-2.6	3.4	-0.1	3.9	5.4	-3.6	0.8	-12.7
CC(CC(=O)NC1CCCC1)c1ccccc1 (stereo not given)	-4.0	-8.5	-3.1	0.0	-2.8	11.2	0.8	-1.2	-1.8
CC[C@H](C)/C=C/C1=CC2=C(Cl)C(=O)[C@@]3(C)OC(=O)C(C(=O)[C@H](C)[C@@H](C)O)=C3C2=CO1	3.9	3.9	-2.2	0.6	5.4	1.5	-0.6	1.3	-2.5
COc1cccc(/C=C2\SC(=S)N(c3cccnc3)C2=O)c1OC	3.0	-37.7	-0.6	0.1	4.1	4.9	-0.7	-1.2	16.1
CCN1C(=NCc2ccco2)N[C@@H](c2cccc(F)c2)C(C(=O)OC)=C1C	2.4	-2.2	6.2	0.0	-1.2	9.5	5.7	-0.3	-18.6
O=C(c1ccc(Br)cc1)c1cc(-c2ccccn2)c(N2CCOCC2)s1	3.4	6.9	-1.4	0.0	0.6	2.0	1.1	-0.1	23.5
Cc1cccc2[nH]c(SCC(=O)N3CCOCC3)nc12	-3.1	-8.0	4.3	-0.1	-0.6	4.5	-2.9	-0.6	5.5
CCOc1ccc(/C(O)=C2/C(=O)C(=O)N(CCCN3CCOCC3)C2c2ccc(F)cc2)cc1C (stereo not given)	3.6	7.5	-9.1	0.0	1.9	-1.8	-6.4	-4.3	10.6
CN(CC(=O)Nc1c(Cl)cccc1Cl)C(=O)Cn1[nH]c(=O)c2ccccc2c1=O	1.9	20.0	2.7	-0.1	0.0	-1.8	nt	nt	nt
CC(C)CCCN1CCN=C1Nc1ccccc1	-4.2	-2.0	0.3	0.2	-0.8	5.8	-2.3	-0.9	-2.3
O=C(O)c1ccc(CSc2nc(-c3ccc(Cl)cc3)cc(C(F)(F)F)n2)cc1	16.9*	9.9	-6.5	0.0	4.4	-6.6	3.8	0.5	9.6
Cc1ccc2c(c1)N(CC(=O)NCCCN1CCCCC1)C(=O)CO2	-4.3	4.9	-6.8	0.0	1.0	-10.2	0.1	2.2	3.0
CC(=O)NCCC(=O)Nc1cc(F)ccc1C	-1.1	-5.5	6.9	-0.1	0.4	-0.9	-2.7	-6.3	-0.6
Oc1c(Cl)cc(Cl)cc1CNc1nc2ccccc2[nH]1	2.7	2.3	0.8	0.2	2.3	4.5	1.6	1.0	10.2
COc1cccc(CC(=O)NNC(=O)c2ccc3c(c2)OCO3)c1	-1.2	-1.7	1.1	-0.5	-5.0	-0.1	-7.1	-4.5	-11.5
COc1ccc(/C=C/C(=O)NC(C)(C)C)cc1S(=O)(=O)N1CCOCC1	0.9	-3.0	1.5	0.3	0.2	1.4	-1.5	0.8	-5.2
CCOC(=O)/C(C#N)=C1/C=Cc2ccccc2N1CC	-1.9	-0.8	-5.7	-0.1	1.3	-2.9	3.9	-1.3	-3.7
CN(C)S(=O)(=O)c1ccc(Cl)c(NC(=O)CN2CCCCCC2)c1	0.1	-0.5	4.3	-0.1	0.5	0.7	1.6	-1.6	-1.0
CCOC(=O)c1cccc(C2=CC(=O)CC(C)(C)C2)c1	-1.5	-0.1	5.1	-0.1	0.8	10.7	nt	nt	nt
CC1=NN(c2ccccc2)C(=O)/C1=C\N1CC(C)OC(C)C1 (stereo not given)	-1.9	3.0	1.1	0.0	0.8	-11.3	-5.5	-1.5	-4.6
CN(C)S(=O)(=O)c1cccc(C(=O)Nc2cc(Cl)ccc2O)c1	-1.4	10.0	-5.6	-0.3	1.5	6.5	-2.4	1.9	-2.7
COc1ccc(CNc2nc(-c3ccccc3)nc3ccccc23)cc1OC	4.8	10.5	-2.7	0.3	7.6	4.0	3.8	-0.9	-10.3
CC(=O)NC(CC(=O)Nc1ccc(S(=O)(=O)N2CCCC2)cc1)c1ccccc1 (stereo not given)	-0.2	-7.1	4.9	0.2	0.5	-6.4	-7.9	-1.8	0.9
COc1ccc(C(=O)N2CCn3c2nc2ccccc23)cc1	-1.1	-8.1	-5.0	-0.1	-0.7	-3.7	1.7	-2.1	-4.7
COc1cccc(OCCNc2cc(Cl)ccc2[N+](=O)[O-])c1	-0.1	-2.4	-5.9	-0.1	1.6	-1.7	4.2	-0.3	-2.9
CC(C)C(OC(=O)c1cccs1)C(=O)NCc1ccc2c(c1)OCO2 (stereo not given)	-4.2	-0.9	-4.8	0.0	1.1	-11.3	-5.4	-0.3	4.3
CC(C)C[C@H](NC(=O)N1CCn2c1nc1ccccc12)C(=O)NCCc1ccccc1	-0.4	1.6	3.0	0.2	0.1	-1.4	1.5	0.9	7.0
COc1cccc(CNC(=O)Cc2ccc(-c3ccccc3)cc2)c1	2.3	3.6	2.7	0.0	1.4	-17.2	-1.2	5.7	2.6
CCOC(=O)N1CC=C2C(C#N)=C(N)C(C#N)(C#N)[C@H](c3ccc(OC(C)C)c(OCC)c3)[C@H]2C1	1.4	5.1	4.7	0.0	2.5	8.4	0.4	7.9	18.3
CCN1CCN(c2nc(Nc3ccccc3F)nc(N)c2[N+](=O)[O-])CC1	-6.1	-12.0	-3.9	0.1	2.8	-17.9	-0.5	2.0	-6.5
O=C1C(Cl)=C(N2CCCCC2)C(=O)N1c1ccccc1Cl	3.6	-23.8	2.1	0.5	1.9	6.2	15.3	-1.9	3.7

Shown with each value named: three of the compounds above.
> CN(C)S(=O)(=O)c1ccc(Cl)c(NC(=O)CN2CCCCCC2)c1
- PP1 counter: 0.1
- JMJD2C inh: -0.5
- LYPLA2 inh: 4.3
- Efflux pump inh: -0.1
- PP5 inh: 0.5
- PREPL inh: 0.7
- CTSL1 counter: 1.6
- TPT1 inhibitor: -1.6
- HCV core dimer: -1.0
> CCOC(=O)c1cccc(C2=CC(=O)CC(C)(C)C2)c1
- PP1 counter: -1.5
- JMJD2C inh: -0.1
- LYPLA2 inh: 5.1
- Efflux pump inh: -0.1
- PP5 inh: 0.8
- PREPL inh: 10.7
- CTSL1 counter: nt
- TPT1 inhibitor: nt
- HCV core dimer: nt
> CC1=NN(c2ccccc2)C(=O)/C1=C\N1CC(C)OC(C)C1 (stereo not given)
- PP1 counter: -1.9
- JMJD2C inh: 3.0
- LYPLA2 inh: 1.1
- Efflux pump inh: 0.0
- PP5 inh: 0.8
- PREPL inh: -11.3
- CTSL1 counter: -5.5
- TPT1 inhibitor: -1.5
- HCV core dimer: -4.6

A portion of the library (hit frequency here may not be typical).
